Compound activity (PubChem BioAssay)
M1 ag = human M1 muscarinic receptor agonists, primary screen, Fluo-8 calcium fluorescence, CHO-K1 cells, HTS; Muscarinic acetylcholine receptor M1 (Homo sapiens), P11229; CHO-K1 hM1, agonist mode; 0% DMSO, 100% acetylcholine EC100; activation, % at 3 µM; 0.33% of 360,000 active; AID 588814, 2011;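 active means activation above the run's mean compound activation plus 3 SD, cut at about 16% in these data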;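 further: peak over basal fluorescence ratio within a 140 s kinetic read after compound addition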
Target sequence (P11229 whole entry, looked up): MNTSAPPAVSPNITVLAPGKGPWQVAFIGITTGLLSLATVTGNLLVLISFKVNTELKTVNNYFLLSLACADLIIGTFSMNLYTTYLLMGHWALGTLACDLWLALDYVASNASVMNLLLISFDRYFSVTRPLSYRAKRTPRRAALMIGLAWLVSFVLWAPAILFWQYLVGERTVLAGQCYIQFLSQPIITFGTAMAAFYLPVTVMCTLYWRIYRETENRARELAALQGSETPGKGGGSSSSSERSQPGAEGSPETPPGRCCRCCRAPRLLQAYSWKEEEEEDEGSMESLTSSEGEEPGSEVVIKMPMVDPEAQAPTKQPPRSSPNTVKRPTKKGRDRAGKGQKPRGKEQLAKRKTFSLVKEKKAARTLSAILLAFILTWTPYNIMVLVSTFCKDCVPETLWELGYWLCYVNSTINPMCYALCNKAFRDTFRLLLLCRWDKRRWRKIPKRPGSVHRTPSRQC
CHRM1 antagonist = human M1 muscarinic receptor antagonists, primary screen, CHO-K1 cells, Fluo-8 calcium fluorescence, 1536-well; AID 588852, 2011; 1.3% of 360,000 active; Muscarinic acetylcholine receptor M1 (Homo sapiens), P11229; inhibition, % at 3 µM; CHO-K1 hM1, ACh EC80 antagonist;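 active means percent inhibition above its own plate's cutoff, namely the mean of that plate's compound wells plus 3 SD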;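 further: peak over basal fluorescence ratio during 140 s after agonist addition; 0% = ACh EC80 plus DMSO and 100% = DMSO alone without agonist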
OXTR potentiator = human OXTR potentiators, primary screen, fluorescence, CHO-OTR cells, Fluo-8 calcium | Fluo-8 calcium fluorescence, potentiator mode; 0% = oxytocin EC15, 100% = EC100 | activation, % at 3 µM | 0.061% of 320,000 active;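 active means activation above that plate's cutoff, the mean activation of tested compounds plus 3 SD, cut at about 6.6% in these data, passing the limit was not always enough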;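 further: 100% uses oxytocin at 75 nM as the full agonist control; some results filed as inactive read as strong as hits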
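Measured by – Fluo-8 calcium dye fluorescence · Test system – human OTR in CHO cells · Dosing – one concentration, 3.0 µM compound · Controls – EC15 oxytocin alone as 0%, 75 nM oxytocin as 100% · Evaluation – normalized max/min fluorescence ratio, % activation · Timing – 6 min pre-incubation, 100 s read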
M4 antag = human M4 muscarinic receptor antagonists, primary screen, CHO cells, Fluo-8 calcium fluorescence | Muscarinic acetylcholine receptor M4 (Homo sapiens), P08173 | CHO-hM4 cells, ACh EC80 | inhibition, % at 3 µM | 0.73% of 360,000 active;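 active means inhibition above its plate's cutoff, the mean inhibition of sample wells plus 3 SD, cut at about 27% in these data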;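 further: 0% = acetylcholine EC80 with DMSO and 100% = DMSO without agonist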
Target sequence (P08173 whole entry, looked up): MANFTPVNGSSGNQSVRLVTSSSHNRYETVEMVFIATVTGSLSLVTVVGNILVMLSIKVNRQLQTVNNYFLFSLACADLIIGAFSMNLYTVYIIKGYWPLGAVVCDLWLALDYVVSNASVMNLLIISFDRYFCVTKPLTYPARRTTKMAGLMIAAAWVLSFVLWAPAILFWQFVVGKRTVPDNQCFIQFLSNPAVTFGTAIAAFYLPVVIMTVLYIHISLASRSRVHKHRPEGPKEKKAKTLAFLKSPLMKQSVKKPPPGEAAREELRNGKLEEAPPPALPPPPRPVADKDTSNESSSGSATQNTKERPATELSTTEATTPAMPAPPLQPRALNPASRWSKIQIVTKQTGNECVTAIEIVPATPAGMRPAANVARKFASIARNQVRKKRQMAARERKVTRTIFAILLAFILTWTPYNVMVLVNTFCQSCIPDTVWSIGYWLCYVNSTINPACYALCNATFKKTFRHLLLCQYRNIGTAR
CHO parental Ca = ATP-evoked calcium signal inhibitors, parental CHO, primary screen, counter-screen for OX1R antagonist project, cell-based, fluorescence, Fluo-8 calcium dye | 0.63% of 330,000 active | inhibition, % at 5.6 µM | AID 463079, 2010 | parental CHO-K1, ATP-induced calcium, Fluo-8 fluorescence;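 active means inhibition above that plate's mean sample inhibition plus 3 SD, cut at about 26% in these data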;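 further: 0% = ATP-challenged DMSO wells and 100% = DMSO wells without ATP; some compounds past the cut are filed as inactive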
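Material – parental CHO cells · Reagent – ATP stimulus · Compound – single nominal dose of 5.6 µM per compound · Detection – Fluo-8 fluorescence · Read-out basis – percent inhibition of calcium signal · Controls – ATP-challenged DMSO wells low, unchallenged DMSO wells high · Repeats – no replicates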
CHO-K1 Ca antag = M1 antagonist counterscreen hit in parental CHO-K1 cells; ATP-induced calcium, Fluo-8 fluorescence; inhibition, % at 3 µM; 0.6% of 360,000 active; AID 602250;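 active means inhibition above a per-plate cutoff, the plate's mean sample inhibition plus 3 SD, cut at about 24% in these data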;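 further: 0% = DMSO plus EC80 ATP and 100% = DMSO alone without ATP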
M4 ag = human M4 muscarinic receptor agonists, primary screen, CHO-K1 cells, Fluo-8 calcium fluorescence. CHO-K1 hM4/Gqi5; vehicle 0%, full acetylcholine response 100%. activation, % at 3 µM. 0.14% of 360,000 active. AID 624127, 2012;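 active means activation above the run mean over all test wells plus 3 SD, cut at about 32% in these data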;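 further: peak over basal fluorescence ratio per well then scaled between controls; 0% = DMSO wells and 100% = acetylcholine at EC100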
CHO-K1 Ca ag = counter-screen for M1 agonists: effect in parental CHO-K1 cells; Fluo-8 calcium fluorescence; scaled to maximal ATP response, vehicle zero; activation, % at 3 µM; 0.48% of 360,000 active; in the data active means activation above about 15%;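 further: untransfected CHO-K1 host cells lacking M1 receptor as counterscreen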
CHRM1 PAM = human M1 muscarinic receptor positive allosteric modulators, primary screen, CHO-K1 cells, Fluo-8 calcium fluorescence, 1536-well. CHO-K1 hM1, ACh EC20; 0% = ACh EC20, 100% = maximal ACh. activation, % at 3 µM. 0.088% of 360,000 active. AID 588819, 2011; in the data active means activation above about 19%, passing the limit was not always enough
* = called active by the depositor; nt = no result given.

SMILES	M1 ag	CHRM1 antagonist	OXTR potentiator	M4 antag	CHO parental Ca	CHO-K1 Ca antag	M4 ag	CHO-K1 Ca ag	CHRM1 PAM
CCCn1c2ccccc2c2cnn(CC(=O)N3CCN(C4CCCCC4)CC3)c(=O)c21	12	2	-6	-1	-27	-10	3	0.2	-4
CCSc1ncc(Cl)c(C(=O)Nc2ccc(S(=O)(=O)Nc3onc(C)c3C)cc2)n1	4	-10	-4	1	-13	6	0	-0.1	22*
CCc1c(C)sc2nc3c(C(=O)N4CCOCC4)cc(C(=O)c4cc(F)ccc4O)cn3c(=O)c12	1	-7	-22	-2	-18	-18	2	1.7	4
Cc1csc(=Nc2c(C)n(C)n(-c3ccccc3)c2=O)n1-c1ccccc1	-4	-4	-1	4	-10	-5	1	0.4	9
CCCOc1ccc(OCCNC2CCCC2)cc1	-6	25	-1	21	-5	-1	1	0.6	-18
O=C(COC(=O)CC(NC(=O)c1ccccc1Cl)c1ccccc1)Nc1cccc(F)c1 (stereo not given)	-4	10	-12	6	-23	10	9	4.3	-12
CC1CN(Cc2cc(=O)oc3cc(O)ccc23)CC(C)O1 (stereo not given)	-1	-9	-14	-8	-3	-5	4	0.7	11
COC(=O)c1cccc(C(=O)Nc2ccc(C)cc2)n1	-3	-4	0	2	-7	-7	1	0.4	5
CCOc1ccc2ccccc2c1/C=N/NC(=O)c1ccc(C)nc1	-8	-13	0	-1	-23	-16	2	1.6	11
COC(=O)[C@@]1(Sc2ccccc2)CC(=O)N[C@@H]1c1ccccc1	nt	nt	nt	10	nt	-20	2	1.2	nt
CCOc1ccc(C2C(C(=O)c3cccs3)=C(O)C(=O)N2Cc2cccnc2)cc1OC (stereo not given)	-4	-9	-3	-6	-6	-18	1	0.5	9
Cc1[nH]c2c(ccc3cccnc32)c1C	-2	-7	-5	3	-7	11	-1	-0.1	11
CCOC(=O)c1oc2ccccc2c1NC(=O)c1ccc(S(=O)(=O)N(C)C)cc1	-4	-2	-8	0	-12	-5	1	0.5	3
CCOC(=O)C1CCCN(c2c(Nc3ccc(OCC)cc3)c(=O)c2=O)C1 (stereo not given)	3	-9	-3	-5	-3	15	1	-0.1	11
CCN(CC)S(=O)(=O)c1cc(C(=O)Nc2ccncc2)ccc1Cl	0	1	-9	-9	-11	-16	20	14	-4
Cc1[nH]c2ccc(-c3nnc(SCC(=O)c4ccc(F)cc4)o3)cc2c1C	-2	-3	-6	-4	3	-14	1	0.5	5
O=C(Nc1ccc(Cl)c(Cl)c1)C1CC(=O)N(c2ccc(Br)cc2)C1 (stereo not given)	-4	1	-9	4	-8	-10	0	-0.1	-2
Cc1[nH]n(C(N)=S)c(=O)c1N=Nc1cccc(C(F)(F)F)c1	-2	-7	-6	4	-2	-10	1	1.1	2
Cc1nc2[nH]c(=S)[nH]c2c(=O)[nH]1	-1	-6	nt	-6	nt	-10	2	0.6	-1
Cc1ccc(NC(=O)CSc2nnc(-c3cnccn3)n2Cc2ccco2)cc1C	-5	10	-2	10	-32	14	1	-0.1	3
Cc1cc(C)nc(N2CCC(C(=O)Nc3ccc4c(c3)OCCO4)CC2)n1	-6	8	-19	3	0	-3	1	-0.3	-5
COc1cccc(C(NC(C)=O)c2nc(-c3ccoc3)cs2)c1 (stereo not given)	-1	-9	nt	-4	nt	9	1	4.5	8
Cc1ccccc1NS(=O)(=O)c1ccc2oc(=O)ccc2c1	-2	3	-9	1	16	-8	1	1.2	-3
Fc1ccc(-c2csc(N3CCSCC3)n2)cc1	-11	-4	-16	-12	-4	8	1	-0.4	6
COc1cccc(-c2nc(-c3ccc(NC(=O)c4cccnc4)cc3)no2)c1	2	22	-17	-4	-23	-8	2	0.8	-8

Molecules above containing an NH in an aromatic ring (four):
SMILES	M1 ag	CHRM1 antagonist	OXTR potentiator	M4 antag	CHO parental Ca	CHO-K1 Ca antag	M4 ag	CHO-K1 Ca ag	CHRM1 PAM
Cc1[nH]c2c(ccc3cccnc32)c1C	-2	-7	-5	3	-7	11	-1	-0.1	11
Cc1[nH]c2ccc(-c3nnc(SCC(=O)c4ccc(F)cc4)o3)cc2c1C	-2	-3	-6	-4	3	-14	1	0.5	5
Cc1[nH]n(C(N)=S)c(=O)c1N=Nc1cccc(C(F)(F)F)c1	-2	-7	-6	4	-2	-10	1	1.1	2
Cc1nc2[nH]c(=S)[nH]c2c(=O)[nH]1	-1	-6	nt	-6	nt	-10	2	0.6	-1

(list continues)
SMILES	M1 ag	CHRM1 antagonist	OXTR potentiator	M4 antag	CHO parental Ca	CHO-K1 Ca antag	M4 ag	CHO-K1 Ca ag	CHRM1 PAM
CC(C)C(C)NC(=O)CN1C(=O)NC(c2ccccc2)(c2ccccc2)C1=O (stereo not given)	0	-7	1	-2	-17	-11	2	0.7	4
C=CCNC(=O)c1ccc(OC)cc1	-3	-9	nt	1	nt	-1	0	1.1	11
CCCC(=NCCc1c(C)[nH]c2ccccc12)C1=C(O)CC(c2ccccc2)CC1=O (stereo not given)	-7	0	-7	-6	-5	-6	-2	0.1	0
CCCCC1C2=C(CC(C)(C)CC2=O)OC2=C1C(=O)CC(C)(C)C2	-7	-5	-1	4	-8	-2	-2	0.0	4
C/C(=N/Nc1ncc(C(F)(F)F)cc1Cl)c1ccncc1	-7	17	3	-1	-10	12	17	5.7	-15
CN(Cc1ccccc1)C(=O)COc1ccc2ccccc2c1	-6	-12	-5	-3	-21	-16	1	2.2	3
OCCn1c(CSc2nc3ccccc3n2CCO)nc2ccccc21	-4	8	-3	-4	-8	-8	1	0.7	-2
O=C(NCCc1ccc(F)cc1)NC12CC3CC(CC(C3)C1)C2	-3	-8	-7	-6	5	-20	3	-0.3	6
S=c1[nH]nc(CN2CCCC2)n1Cc1ccccc1	-7	44*	-14	19	3	34*	1	-0.8	-23
CCN(CC1CCCO1)C(=O)c1cc(COc2ccc(OC)cc2Cl)on1 (stereo not given)	0	-7	-9	-10	-8	-7	4	2.1	2
Cc1ccc(-n2nnnc2CS(=O)(=O)c2ccccc2)c(C)c1	-3	1	-9	12	9	-9	0	0.8	-2
Cc1onc(-c2c(F)cccc2Cl)c1C(=O)OCC(=O)NC(N)=O	3	9	-13	-10	7	-7	9	6.2	-1
Cc1ccc2c(c1)C(c1ccccc1)N(C(=O)c1ccccc1)CC(=O)N2 (stereo not given)	-3	3	3	4	-16	-15	3	1.7	2
Cc1ccc(NC(=O)c2ccc(Cn3cc(Br)cn3)o2)cc1	0	-2	-20	-4	0	9	3	0.9	3
N#Cc1c(-c2ccccc2)cc(-c2ccccc2)nc1SCCC(=O)O	0	-7	-6	-12	8	-5	7	2.7	5
CCOc1ccc(NC(=O)C2Cc3ccccc3CN2S(=O)(=O)CC)cc1 (stereo not given)	-13	-3	-3	2	-10	-8	0	5.5	7
O=[N+]([O-])c1cccc(/C=C/c2nc(C=Nc3ccc4ccccc4c3)c(O)o2)c1	2	-16	-3	-8	-1	-15	0	0.5	20
Cc1ccc([N+](=O)[O-])cc1NC(=O)C[n+]1ccccc1	-5	-10	-15	2	-8	-10	1	0.5	6
CN(C(=O)COC(=O)c1cc2c(s1)CCCCC2)C1CCS(=O)(=O)C1 (stereo not given)	1	13	-9	2	-8	-7	3	5.7	-8
CC(=O)C(Cc1ccccc1)NC(=O)CN(C)Cc1ccccc1Cl (stereo not given)	-5	-6	-9	-8	-19	-5	2	0.0	0
O=C(NCCc1ccc(Cl)cc1)C1CCC(=O)N1Cc1ccc(F)cc1 (stereo not given)	-5	-10	0	3	-12	3	1	-0.1	10
COc1ccc(Nc2nnc(-c3ccccc3)c3ccccc23)cc1C(=O)N1CCCCC1	-4	-4	-1	0	-20	-8	3	5.8	7
Cc1cc(C(=O)NC(C)CCc2ccccc2)ccc1[N+](=O)[O-] (stereo not given)	-6	-3	-8	5	-6	-4	0	0.9	-6
CC(C)(C)OC(=O)NCCCC[C@H](NC(=O)c1nc[nH]c1C(=O)N[C@@H](CCCCNC(=O)OC(C)(C)C)C(=O)OC(C)(C)C)C(=O)OC(C)(C)C	-2	17	-10	12	-16	-19	10	0.9	-5
CCCc1nc2oc3ccccc3c(=O)c2c(=O)n1-c1ccc(C)cc1	-2	-5	-8	-4	-16	-5	1	2.2	1

Carrying on.
SMILES	M1 ag	CHRM1 antagonist	OXTR potentiator	M4 antag	CHO parental Ca	CHO-K1 Ca antag	M4 ag	CHO-K1 Ca ag	CHRM1 PAM
O=C(Oc1ccc2ccccc2c1Cl)N1CCCC1	-1	-16	-17	-6	-16	-17	2	0.2	14
CC(C)CNC(=O)COC(=O)CCC(=O)c1ccc(Cl)cc1	-3	16	0	3	-7	-12	1	4.0	-8
O=C(NC1CCCCC1)C(c1ccc(F)cc1)N(Cc1ccco1)C(=O)Cn1nnc2ccccc21 (stereo not given)	-8	3	4	7	-28	-20	1	0.5	-1
CCCCN(C(=O)C1CCN(C(=O)c2ccccc2C)CC1)c1c(N)n(CCC)c(=O)[nH]c1=O	4	-4	nt	-13	nt	8	0	1.3	17
COCCCNC(=O)CNC(=O)c1nn(-c2ccc(OC)cc2OC)c(=O)c2ccccc12	1	-19	-8	-7	-8	-5	0	1.7	23
Cc1noc(NS(=O)(=O)c2ccc(NC(=O)COc3ccc(Cl)cc3Cl)cc2)c1C	9	-8	0	-13	7	-11	0	0.1	20
O=C1CNC(=O)/C1=C\c1ccc(O)cc1	-5	11	6	12	-2	11	0	-0.1	-6
O=C(CO/N=C/c1ccc(Cl)cc1Cl)NNC(=O)c1cccc(Cl)c1	-2	-2	-13	12	3	-4	0	-0.2	5
CCc1c(C)sc(NC(=S)Nc2nc(C)cc(C)n2)c1C(=O)OC	-4	-14	-10	3	-21	-16	1	-0.2	9
C[C@H](CO)N1C[C@H](C)[C@@H](CN(C)C(=O)Nc2ccc3c(c2)OCO3)Oc2ccc(NS(=O)(=O)c3cn(C)cn3)cc2C1=O	-2	-1	-1	-6	1	-13	1	0.3	4
N#Cc1ccccc1OCC(=O)OCC(=O)NC1CCS(=O)(=O)C1 (stereo not given)	0	-10	-1	-3	-5	-10	2	0.6	8
COc1ccc(-n2c(C)cc(/C=C3/SC(=O)N(CC(=O)N4CCOCC4)C3=O)c2C)cc1	-3	4	-4	9	-8	-6	1	5.3	0
Cc1ccc(OCC(=O)N(Cc2ccc(N(C)C)cc2)C2CCS(=O)(=O)C2)cc1C (stereo not given)	-1	-6	-9	-9	-4	9	0	0.0	10
O=C(N/N=C/c1cc2c(cc1[N+](=O)[O-])OCO2)c1cccnc1	-3	-18	-5	-2	-2	-12	1	2.4	5
O=C(Cn1nnc(-c2ccccc2)n1)NNC(=O)c1cccc([N+](=O)[O-])c1	-4	1	-2	1	5	-7	1	0.8	2
